# Bioassay records (PubChem BioAssay)
# CRFR2-BP antag = antagonists of CRF-BP/CRF-R2 complex, primary screen, cell-based, HEK293, calcium dye fluorescence, uHTS. 0.59% of 350,000 active. CRF-induced calcium fluorescence. AID 588475, 2011. inhibition, % at 11.8 µM;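 active = inhibition of the ligand-induced calcium signal above about 50% at the single tested concentration, limit read from the data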
# GalR3 antag = GalR3 antagonists in HEK293 cells, primary screen, cell-based, fluorescence readout | HEK293 GalR3-CNG cAMP membrane potential fluorescence; galR3 body fused to GalR1 C-terminus | 0.44% of 360,000 active | inhibition, % at 3 µM;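 active = inhibition above the screen-wide average plus 3 SD, cut at about 13% in these data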;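 note: forskolin and galanin both at EC90 stimulate the cells; cAMP rise reported by CNG channel membrane potential dye signal; 0% = forskolin plus galanin with DMSO and 100% = forskolin alone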
# Target sequence (O60755 1-299 limits assumed): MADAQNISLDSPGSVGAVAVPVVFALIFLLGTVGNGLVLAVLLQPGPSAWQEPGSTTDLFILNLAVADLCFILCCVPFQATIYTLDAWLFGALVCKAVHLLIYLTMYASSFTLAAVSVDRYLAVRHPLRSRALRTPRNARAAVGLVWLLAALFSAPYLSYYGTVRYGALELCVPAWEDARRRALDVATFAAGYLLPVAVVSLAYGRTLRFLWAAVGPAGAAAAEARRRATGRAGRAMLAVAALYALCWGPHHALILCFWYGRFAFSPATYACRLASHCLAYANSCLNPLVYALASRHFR
# CRFR2-BP ag = agonists of CRF-BP/CRF-R2 complex, primary screen, cell-based, HEK293, calcium dye fluorescence, uHTS | activation, % at 13.2 µM | calcium dye fluorescence (FLIPR); percent of saturating CRF peptide response | AID 588473, 2011 | CRF-binding protein / CRF receptor 2 complex (human) | 0.46% of 350,000 active;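 active = activation of at least 50%, plus an integration ratio under a set limit after plate pattern correction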;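 note: plate controls were neutral control wells without compound for no effect and CRF at EC100 for full effect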
# * marks the source's active call; other numbers are inactive results.
1: CC(=O)Nc1ccc(C(=O)NNC(=O)CCCCC(=O)NNC(=O)c2ccc(NC(C)=O)cc2)cc1
2: COc1ccc(Cl)cc1NC(=O)C(C)OC(=O)C1=NNC(=O)CC1 (centres undefined)
3: COc1cc(OC)cc(C(=O)Nc2nc(CC(=O)NC(C)c3ccccc3)cs2)c1 (centres undefined)
4: COc1cccc(NC(=O)COC(=O)/C=C/c2ccco2)c1
5: CCc1nc2ccccc2c(=O)n1/N=C/c1ccc(OC)cc1
6: Nc1ncnc2c1ncn2-c1ccccc1Cl
7: O=C(NCC1CCCCC1)c1cc(S(=O)(=O)N2CCCCC2)ccc1Cl
8: O=C(O)C1=C(C(=O)O)C2C=CC1C2
Assay by compound,1,2,3,4,5,6,7,8
CRFR2-BP antag,-3.7,2.2,17.9,-6.7,-11.0,-34.4,0.5,6.5
GalR3 antag,-4.7,-4.6,-3.8,-4.7,-4.9,-5.7,-1.3,1.8
CRFR2-BP ag,-1.8,-0.6,-0.2,-0.9,-2.6,-3.0,-0.3,-3.1

9: CCOC(=O)C1CCCN(C(=O)c2cc(S(=O)(=O)N(C)C)ccc2N2CCCC2)C1 (centres undefined)
10: C[C@H](O)[C@@H]1C(=O)N2CCc3ccc(-c4ccccc4)cc3[C@@H]2C[C@@H]1N(C)C(=O)c1ccc(C#N)cc1
11: CCOC(=O)N1CCN(C(=O)c2ccc(S(=O)(=O)Nc3ccc(C)cc3)cc2)CC1
12: CC[C@H](C)[C@H]1CNC(=S)N1CC1CCN(CCCC2CCCC2)CC1
13: COc1cc(OC)cc(-c2cc3ncccc3cn2)c1
14: O=C(COc1ccc(-n2cnnn2)cc1)Nc1ccc(Br)cc1F
15: O=c1[nH]c(-c2ccccc2)cnc1-c1ccccc1
16: CC(=O)Nc1ccc(S(=O)(=O)Nc2cccc(S(=O)(=O)N(C)c3ccccc3)c2)cc1
Assay by compound,9,10,11,12,13,14,15,16
CRFR2-BP antag,14.5,-2.4,0.7,-21.6,-1.0,3.5,15.5,-3.8
GalR3 antag,-5.0,-6.5,-6.4,0.8,-9.2,-4.4,-2.7,-5.1
CRFR2-BP ag,-1.1,0.6,0.9,-0.1,-0.7,3.7,-0.2,1.7

17: CCN1C(=O)[C@H]2[C@@H](c3ccc(C)cc3)N3C(=O)N(c4ccc(OC)cc4)C(=O)[C@@]3(CC)[C@H]2C1=O
18: CN(C)c1cccc(-c2csc(N3CCC(C(N)=O)CC3)n2)c1
19: Cc1ccc(NC(=O)C(C)Sc2nnc3n2CCCCC3)cc1S(=O)(=O)N1CCOCC1 (centres undefined)
20: CSc1ccc(C=O)cc1
21: O=C(NC1CC1)c1ccccc1NC(=O)c1ccccc1OC(F)F
22: CCC(C)N(C(=O)COC(=O)c1nc(Cl)ccc1Cl)C1CCS(=O)(=O)C1 (centres undefined)
23: Cc1ccc2nc(-c3ccccc3)cc(C(=O)Nc3cccnc3)c2c1
24: Oc1c(CN2CCCCC2)ccc2cccnc12
Assay by compound,17,18,19,20,21,22,23,24
CRFR2-BP antag,5.3,-9.3,-3.2,0.5,-24.6,3.1,-22.9,-17.7
GalR3 antag,0.3,2.4,-7.4,2.2,-6.7,-4.1,-4.0,-2.9
CRFR2-BP ag,-0.5,0.8,-0.7,-1.0,-0.6,0.7,-1.4,5.7

25: CC(C(=O)OCC(=O)NC1CCCCC1)N1C(=O)c2ccccc2C1=O (centres undefined)
26: O=C(O)c1ccc(SCc2ccccc2)nc1
27: N#CC(C#N)=Cc1c[nH]c(=O)c(C#N)c1Nc1ccccc1
28: O=C(NNC(=O)c1ccccc1O)c1ccc(S(=O)(=O)Nc2ccccc2F)cc1
29: O=C(CSc1ccc(S(=O)(=O)N2CCCC2)cn1)Nc1ccc([N+](=O)[O-])cc1C(F)(F)F
30: Cc1cnc(C(=O)OC(C)C(=O)c2c(C)[nH]c3ccccc23)cn1 (centres undefined)
31: CC1C(=O)N(Cc2cn(CCC3OCCO3)nn2)CCS(=O)(=O)N1Cc1ccc(-c2ccccc2)cc1 (centres undefined)
32: Cc1cccc(C(=O)NC(C)C(=O)NC(c2nc3ccccc3[nH]2)C(C)C)c1 (centres undefined)
Assay by compound,25,26,27,28,29,30,31,32
CRFR2-BP antag,4.2,6.3,5.0,5.0,3.4,-3.2,-13.4,-4.9
GalR3 antag,-2.0,1.4,-4.3,-2.2,-4.3,-4.5,-5.9,5.7
CRFR2-BP ag,0.3,-1.2,12.7,1.9,1.8,-0.1,0.5,1.7

33: Cc1ccc(S(=O)(=O)N(C)C)cc1NC(=O)COC(=O)Cc1ccccc1F
34: CC1CCCCC12NC(=O)N(CC(=O)Nc1ccc3c(c1)OCO3)C2=O (centres undefined)
35: Cc1ccccc1OCC(=O)NNC(=O)c1cc(S(=O)(=O)N2CCOCC2)ccc1N1CCCC1
36: O=C(CN1CCCCC1)NC1CCc2cc3c(cc21)CCC3 (centres undefined)
37: O=C(CN1CCN(S(=O)(=O)c2ccc(F)cc2)CC1)NCc1cccs1
38: CCCCC/C=C/C1=CC(=O)C[C@H](c2ccc(OC)c(OC)c2)C1
39: O=C(O)c1ccccc1NCc1cccnc1
40: COc1ccccc1/C=C/C(=O)OCC(=O)N1CCc2ccccc21
Assay by compound,33,34,35,36,37,38,39,40
CRFR2-BP antag,-3.2,-12.5,0.2,5.8,5.4,-1.3,-13.4,3.9
GalR3 antag,-1.4,-6.5,-3.5,-3.8,-1.9,-3.8,-5.8,-7.0
CRFR2-BP ag,0.0,0.1,-1.7,0.0,-2.5,-0.6,0.2,1.0

41: CCOC(=O)CCCCCC(=O)Nc1ccc2c(c1)CC(=O)N([C@H](C)CO)C[C@H](C)[C@H](CN(C)S(=O)(=O)c1ccc(OC)cc1)O2
42: CC1CCN(C(=O)CSc2nnc3ccc(-c4cccnc4)nn23)CC1
43: O=C(NNC(=O)c1cc(Br)c(Br)s1)c1csc(N2CCOCC2)n1
44: COc1ccc(-c2c(-c3cc(OC)cc(OC)c3)n(C)c3ccc(-c4ccc(N(C)C)nc4)cc23)cc1
45: CCn1nc(C(=O)NNC(=O)C2CSC3(C)CCC(=O)N23)c2ccccc2c1=O (centres undefined)
46: O=C(OC1CCCC1)c1ccc(Cl)cc1Cl
47: CSCCC(NC(=O)c1cccc(C)c1)C(=O)OCN1C(=O)c2ccccc2C1=O (centres undefined)
48: CC(=O)c1ccc(NC(=O)c2cn(C)c(=O)c3ccccc23)cc1
Assay by compound,41,42,43,44,45,46,47,48
CRFR2-BP antag,3.0,6.5,0.9,-1.0,-4.2,-14.2,7.5,-13.9
GalR3 antag,-5.4,-5.3,-4.0,-6.3,-4.4,-3.4,1.5,-3.4
CRFR2-BP ag,-0.3,-0.5,0.2,1.6,0.2,-0.5,-0.8,-1.2

49: CCN(c1ccccc1)S(=O)(=O)c1ccc(OC)c(NC(=O)CN2C(=O)NC(C)(C)C2=O)c1
50: Nn1c(SCC(=O)Nc2cccc(Br)c2)nnc1C1CC1
51: COc1cc(C2c3cc(O)c(OC)cc3CC(C(=O)O)C2CO)ccc1O (centres undefined)
52: Cc1ccc(S(=O)(=O)N2C[C@]3(O)C[C@@H]4C(=O)N(c5ccccc5)C(=O)[C@@H]4C[C@]3(OC(=O)NCc3ccco3)C2)cc1
53: Cc1ccc2sc(N(CCCN(C)C)C(=O)c3ccc(S(=O)(=O)N(C)Cc4ccccc4)cc3)nc2c1C
54: CC(=O)N1CCN(C(=S)NC(=O)c2ccc(F)cc2)CC1
55: COc1ccc(C)cc1NC(=O)c1ccc(OCc2c(C)noc2C)cc1
56: C#CCOCCOCCOCCNc1nc(N2CCN(C(=O)Cn3cc(CCO)nn3)CC2)nc(N2CCN(C(=O)[C@H](CCCCN)n3cc(CCCC)nn3)CC2)n1
Assay by compound,49,50,51,52,53,54,55,56
CRFR2-BP antag,0.3,1.1,-0.3,11.3,-30.9,-11.1,6.2,34.4
GalR3 antag,-0.7,-5.2,-3.5,-4.4,-3.3,-4.3,-5.2,-3.6
CRFR2-BP ag,-2.1,0.9,-0.2,5.2,0.9,1.0,-1.2,0.8

# An excerpt from above in order of the CRFR2-BP antag value, lowest first.
item	Compound	CRFR2-BP antag	GalR3 antag	CRFR2-BP ag
54	CC(=O)N1CCN(C(=S)NC(=O)c2ccc(F)cc2)CC1	-11.1	-4.3	1.0
50	Nn1c(SCC(=O)Nc2cccc(Br)c2)nnc1C1CC1	1.1	-5.2	0.9
55	COc1ccc(C)cc1NC(=O)c1ccc(OCc2c(C)noc2C)cc1	6.2	-5.2	-1.2

# Filtered by structure: the entries above with an aryl methoxy group.
2: COc1ccc(Cl)cc1NC(=O)C(C)OC(=O)C1=NNC(=O)CC1 (centres undefined)
3: COc1cc(OC)cc(C(=O)Nc2nc(CC(=O)NC(C)c3ccccc3)cs2)c1 (centres undefined)
4: COc1cccc(NC(=O)COC(=O)/C=C/c2ccco2)c1
5: CCc1nc2ccccc2c(=O)n1/N=C/c1ccc(OC)cc1
13: COc1cc(OC)cc(-c2cc3ncccc3cn2)c1
17: CCN1C(=O)[C@H]2[C@@H](c3ccc(C)cc3)N3C(=O)N(c4ccc(OC)cc4)C(=O)[C@@]3(CC)[C@H]2C1=O
38: CCCCC/C=C/C1=CC(=O)C[C@H](c2ccc(OC)c(OC)c2)C1
40: COc1ccccc1/C=C/C(=O)OCC(=O)N1CCc2ccccc21
41: CCOC(=O)CCCCCC(=O)Nc1ccc2c(c1)CC(=O)N([C@H](C)CO)C[C@H](C)[C@H](CN(C)S(=O)(=O)c1ccc(OC)cc1)O2
44: COc1ccc(-c2c(-c3cc(OC)cc(OC)c3)n(C)c3ccc(-c4ccc(N(C)C)nc4)cc23)cc1
Assay by compound,2,3,4,5,13,17,38,40,41,44
CRFR2-BP antag,2.2,17.9,-6.7,-11.0,-1.0,5.3,-1.3,3.9,3.0,-1.0
GalR3 antag,-4.6,-3.8,-4.7,-4.9,-9.2,0.3,-3.8,-7.0,-5.4,-6.3
CRFR2-BP ag,-0.6,-0.2,-0.9,-2.6,-0.7,-0.5,-0.6,1.0,-0.3,1.6

49: CCN(c1ccccc1)S(=O)(=O)c1ccc(OC)c(NC(=O)CN2C(=O)NC(C)(C)C2=O)c1
51: COc1cc(C2c3cc(O)c(OC)cc3CC(C(=O)O)C2CO)ccc1O (centres undefined)
55: COc1ccc(C)cc1NC(=O)c1ccc(OCc2c(C)noc2C)cc1
Assay by compound,49,51,55
CRFR2-BP antag,0.3,-0.3,6.2
GalR3 antag,-0.7,-3.5,-5.2
CRFR2-BP ag,-2.1,-0.2,-1.2

# The list is partial; rates above refer to the full screens.
